# Screens as filed in PubChem.
# Bim-Bcl-2 = inhibitors of Bim-Bcl-2 binding, primary screen, biochemical, multiplexed, human Bcl-2 family; Apoptosis regulator Bcl-2 (Homo sapiens), P10415; Bead-based flow cytometry, Bim peptide-Bcl-2 binding; inhibition, % at 10 µM; 190,000 compounds, 0.06% hits; in the data active means inhibition above about 40%;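 further: 0% = no compound wells with probe peptide and 100% = reference peptide inhibitor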
# Rac1 mut GTP = GTP binding modulators of activated mutant Rac1, primary screen, biochemical, bead-based flow cytometry, multiplex, fluorescent GTP | Ras-related C3 botulinum toxin substrate 1 (Homo sapiens), P63000 | GST-Rac1 activated beads; actives lie on both sides; 100% means binding = to untreated wells | AID 764, 2007 | 190,000 compounds, 0.11% hits | percent activity (GTP binding), % at 10 µM;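 active means GTP binding at least 20 percentage points away from the 100% baseline, in either direction, so actives lie on both sides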
# Bim-Bcl-B = inhibitors of Bim-Bcl-B binding, primary screen, biochemical, multiplexed, human Bcl-2 family; AID 951, 2007; Bcl-2-like protein 10 (Homo sapiens), Q9HD36; inhibition, % at 10 µM; 190,000 compounds, 0.073% hits; bead-based flow cytometry, Bim peptide-Bcl-B binding;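 further: 0% = tracer peptide without compound and 100% = reference inhibitor peptide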
# Target sequence (Q9HD36 whole entry, looked up): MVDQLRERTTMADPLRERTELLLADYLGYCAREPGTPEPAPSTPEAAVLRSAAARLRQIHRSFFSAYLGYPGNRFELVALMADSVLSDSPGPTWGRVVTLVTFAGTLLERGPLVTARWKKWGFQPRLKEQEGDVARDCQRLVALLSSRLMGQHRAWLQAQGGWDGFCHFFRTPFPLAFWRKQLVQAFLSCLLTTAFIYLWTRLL
# Bcl-W Bim block = inhibitors of Bim binding to Bcl-W, primary screen, biochemical, multiplexed, bead-based flow cytometry. 190,000 compounds, 0.02% hits. Bim peptide-Bcl-W binding. Bcl-2-like protein 2 (Homo sapiens), Q92843. inhibition, % at 10 µM;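 further: 0% = bound tracer without compound and 100% = peptide blocker; higher means less fluorescent Bim peptide bound to Bcl-W beads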
# Target sequence (Q92843 whole entry, looked up): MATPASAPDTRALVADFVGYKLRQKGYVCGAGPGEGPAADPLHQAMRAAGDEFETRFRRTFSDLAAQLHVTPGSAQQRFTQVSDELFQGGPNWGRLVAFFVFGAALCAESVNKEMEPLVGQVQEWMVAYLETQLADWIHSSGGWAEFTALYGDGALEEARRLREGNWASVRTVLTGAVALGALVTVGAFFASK
# HRas wt GTP = modulators of GTP binding to HRas wildtype, primary screen, biochemical, bead-based flow cytometry, multiplex; GTPase HRas (Homo sapiens), P01112; GST-Ras wt beads, Bodipy-FL-GTP binding; actives lie on both sides; GTP binding activity, % at 10 µM; 190,000 compounds, 0.14% hits; AID 759, 2007;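 active means GTP binding activity at least 20% away from the 100% baseline, either lowered as inhibitor or raised as activator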;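 further: 0% = unlabeled GTP competition control and 100% = no-compound control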
# Target sequence (P01112 whole entry, looked up): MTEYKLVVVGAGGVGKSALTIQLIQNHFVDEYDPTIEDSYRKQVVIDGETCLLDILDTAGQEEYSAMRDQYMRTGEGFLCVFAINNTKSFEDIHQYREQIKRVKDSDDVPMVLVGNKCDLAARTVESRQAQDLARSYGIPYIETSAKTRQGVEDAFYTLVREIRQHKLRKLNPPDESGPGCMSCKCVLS
# Rab2 wt GTP = modulators of GTP binding to Rab2A wildtype, primary screen, biochemical, dog, bead-based flow cytometry, multiplex. Ras-related protein Rab-2A (Canis lupus familiaris), P61105. GST-Rab2 wt beads, Bodipy-GTP binding. GTP binding activity, % at 10 µM. 190,000 compounds, 0.19% hits. AID 760, 2007;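 active means GTP binding activity at least 20 points away from 100%, either lowered or raised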;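 further: 0% = beads with excess unlabeled GTP and 100% = no-compound control corrected for plate trend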
# Bfl-1 Bim block = inhibitors of Bim binding to Bfl-1, primary screen, biochemical, multiplexed, bead-based flow cytometry. 190,000 compounds, 0.12% hits. inhibition, % at 10 µM. AID 1008, 2008. Bcl-2-related protein A1 (Homo sapiens), Q16548. Bim-Bfl-1 binding inhibition;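 further: 0% = wells without compound plus tracer and 100% = blocker peptide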
# Rab7 wt GTP bind = modulators of GTP binding to Rab7, primary screen, biochemical, wildtype, multiplex bead flow cytometry; Rab7 GTPase wild type (dog), Bodipy-FL-GTP binding; GST-Rab7 beads, fluorescent GTP binding; actives lie on both sides; untreated = 100%, excess cold GTP = 0%; GTP binding activity (percent of control), % at 10 µM; 190,000 compounds, 0.055% hits;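 active means fluorescent GTP binding to Rab7 beads changed by at least 20 points from the 100% baseline, either direction, mostly lower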;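 further: median green fluorescence of bound Bodipy-FL-GTP per Rab7 bead population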
# Rac1 wt GTP bind = wildtype Rac1 GTP binding modulators, primary screen, biochemical, GST-Rac1 beads, flow cytometry, multiplex; Ras-related C3 botulinum toxin substrate 1 (Homo sapiens), P63000; 190,000 compounds, 0.27% hits; GTP binding activity (% of control), % at 10 µM; fluorescent GTP binding; actives lie on both sides; 0 = cold GTP competed, 100 = untreated;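 active means GTP binding activity at least 20 points away from the 100% control level, either lower or higher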
# Cdc42 wt = modulators of GTP binding to wildtype Cdc42, primary screen, biochemical, multiplex bead flow cytometry, Bodipy-GTP. percent activity (GTP binding), % at 10 µM. 190,000 compounds, 0.2% hits. GST-Cdc42 beads; actives lie on both sides. AID 761, 2007. Cell division control protein 42 homolog (Homo sapiens), P60953;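 active means percent activity GTP binding at least 20 points away from the 100% baseline, either down as inhibitor or up as activator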;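 further: median bead fluorescence of bound Bodipy-FL-GTP at 100 nM; 0% = excess unlabeled GTP control and 100% = no compound control; below 100% means less GTP binding so inhibitor and above means activator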
# Target sequence (P60953 whole entry, looked up): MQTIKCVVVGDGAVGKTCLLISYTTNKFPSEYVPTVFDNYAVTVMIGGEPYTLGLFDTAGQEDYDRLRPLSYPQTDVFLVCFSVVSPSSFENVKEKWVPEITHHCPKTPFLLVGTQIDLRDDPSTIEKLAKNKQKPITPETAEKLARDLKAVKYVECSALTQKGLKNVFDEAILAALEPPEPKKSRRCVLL
# Bim-Bcl-XL = inhibitors of Bim-Bcl-XL binding, primary screen, biochemical, multiplexed, bead flow cytometry, human Bcl-XL; inhibition, % at 10 µM; Bcl-2-like protein 1 (Homo sapiens), Q07817; AID 1007, 2008; Bim peptide-Bcl-XL binding, fluorescence; 190,000 compounds, 0.04% hits
# Target sequence (Q07817 whole entry, looked up): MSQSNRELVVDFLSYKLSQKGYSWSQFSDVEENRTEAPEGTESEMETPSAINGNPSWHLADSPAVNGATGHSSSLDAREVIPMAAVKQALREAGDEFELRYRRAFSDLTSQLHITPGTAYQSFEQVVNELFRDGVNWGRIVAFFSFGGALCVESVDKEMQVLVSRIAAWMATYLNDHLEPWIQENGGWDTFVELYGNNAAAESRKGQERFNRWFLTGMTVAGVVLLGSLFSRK
# An asterisk follows results filed as active; x = not tested or not shown. Unless noted, no stated cut-off is given here; in the data, active means inhibition above about 40%.
SMILES,Bim-Bcl-2,Rac1 mut GTP,Bim-Bcl-B,Bcl-W Bim block,HRas wt GTP,Rab2 wt GTP,Bfl-1 Bim block,Rab7 wt GTP bind,Rac1 wt GTP bind,Cdc42 wt,Bim-Bcl-XL
COc1ccc(-c2cc(C(F)(F)F)n3ncc(C(=O)NCC4CCCO4)c3n2)cc1OC (stereo not given),-15.0,101.0,-10.0,-1.0,103.0,102.0,-15.0,102.0,110.0,106.0,-6.0
CCOC(=O)CSc1ncc(-c2ccccc2)nn1,-6.0,102.0,-8.0,-1.0,103.0,104.0,-10.0,103.0,103.0,107.0,-16.0
CCCNS(=O)(=O)c1ccc(CCC(=O)N2CCN(CC)CC2)cc1,-14.0,98.0,-9.0,-4.0,100.0,99.0,-21.0,101.0,104.0,102.0,-10.0
CC(NC(=O)c1ccccc1Cl)c1nnc(SCC(=O)Nc2ccc(C(=O)O)cc2)n1C (stereo not given),x,101.0,-6.0,-5.0,103.0,102.0,-3.0,99.0,107.0,105.0,-7.0
Cc1cc(C)cc(OCC(=O)Nc2ccc(CN3CCCCC3)cc2)c1,-1.0,100.0,-3.0,0.0,101.0,104.0,-4.0,106.0,102.0,102.0,0.0
COc1ccccc1N1CCN(c2nc(-c3ccccc3)cc(C(F)(F)F)n2)CC1,0.0,102.0,-2.0,-1.0,103.0,104.0,-1.0,104.0,104.0,102.0,-1.0
CC1=C(C(=O)OC(C)C)C(c2cncc(-c3ccc(F)cc3)c2)C(C#N)=C(N)O1 (stereo not given),-22.0,97.0,-12.0,-4.0,99.0,96.0,-17.0,97.0,104.0,95.0,-9.0
COc1ccc(CCNS(=O)(=O)c2ccc(C(=O)NCc3ccco3)cc2)cc1OC,-8.0,95.0,-10.0,-1.0,100.0,97.0,-10.0,99.0,97.0,98.0,-2.0
O=C(Nc1ccc(-c2nc3cccnc3s2)cc1)C1CCCO1 (stereo not given),2.0,98.0,1.0,-1.0,98.0,100.0,0.0,96.0,102.0,98.0,0.0
CC(=O)OCCOc1nc(N(C)C)nc(N(C)C)n1,-8.0,102.0,-7.0,0.0,104.0,101.0,-11.0,102.0,106.0,104.0,-1.0
CCOCCCNC(=O)c1cccs1,-7.0,100.0,0.0,-5.0,99.0,101.0,-2.0,101.0,101.0,100.0,-5.0
CCOC(=O)N1CCN(C(=O)c2ccc3c(SCC(=O)O)c4c(nc3c2)CCCC4)CC1,-11.0,100.0,-9.0,0.0,103.0,105.0,-11.0,103.0,107.0,101.0,-2.0
NC(=S)N/N=C/c1ccc(-c2cc(Cl)ccc2Cl)o1,-8.0,95.0,-5.0,-1.0,99.0,98.0,-9.0,95.0,102.0,100.0,-5.0
Cc1c(Cc2ccc3c(c2)OCO3)sc(NC(=O)c2ccccc2)c1C(N)=O,2.0,91.0,-11.0,-4.0,93.0,92.0,6.0,96.0,96.0,94.0,-5.0
CC(/C=N/NC(=O)Cc1cccn1C)=C\c1ccco1,-9.0,97.0,-4.0,1.0,99.0,96.0,-11.0,95.0,97.0,98.0,-3.0
COC(=O)Cc1c(C)c2ccc(OCC(C)=O)c(C)c2oc1=O,0.0,98.0,-2.0,1.0,101.0,100.0,0.0,99.0,99.0,100.0,-1.0
CCO[C@H]1OC(C(=O)NCc2nc3ccccc3[nH]2)=C[C@@H](c2csc3ccccc23)[C@@H]1CCCO,-2.0,96.0,-8.0,-2.0,97.0,94.0,-8.0,101.0,98.0,94.0,0.0
COc1ccc(NC(=O)COC(=O)c2c(C)noc2C)c(OC)c1,1.0,95.0,0.0,2.0,99.0,99.0,0.0,96.0,95.0,97.0,2.0
O=C(Cn1nnc(-c2ccccc2)n1)NCc1ccccc1,-2.0,97.0,-3.0,-2.0,101.0,99.0,-2.0,102.0,98.0,99.0,-1.0
CCOc1ccccc1N1CCN(c2nc(N)c(C#N)c(CC#N)c2C#N)CC1,-17.0,95.0,-15.0,-1.0,95.0,95.0,-2.0,95.0,94.0,96.0,-14.0
OC(CCN1CCCC1)(c1ccccc1)C1CCCCC1 (stereo not given),1.0,100.0,-4.0,-1.0,98.0,100.0,-3.0,93.0,106.0,102.0,-3.0
COc1ccc(Nc2nnc(-c3ccccc3)c3ccccc23)cc1C(=O)N1CCCCC1,-3.0,96.0,-10.0,-4.0,95.0,95.0,-15.0,94.0,96.0,95.0,-6.0
COCCCNc1c2c(nc3nnnn13)CCCC2,0.0,96.0,0.0,-2.0,97.0,98.0,4.0,97.0,96.0,94.0,1.0
N#C/C(=C(/O)COC(=O)CCC1CCCCC1)c1nc2ccccc2[nH]1,-7.0,98.0,-4.0,-4.0,99.0,98.0,-2.0,101.0,100.0,99.0,-2.0
COc1ccc(-c2cc(OC)c3c(C)oc(C)c3c(=O)c2)cc1OC,-4.0,100.0,-2.0,-2.0,101.0,100.0,4.0,101.0,101.0,103.0,0.0
O=C(COC(=O)c1ccc2[nH]c3c(c2c1)CCCC3)Nc1ccccc1Cl,-3.0,92.0,-3.0,4.0,94.0,97.0,-2.0,103.0,94.0,91.0,-1.0
COC(=O)c1[nH]c2ccc(F)cc2c1NC(=O)C1=COCCO1,-9.0,92.0,-6.0,1.0,99.0,96.0,-13.0,98.0,94.0,95.0,0.0
CCOC(=O)N1CCC(N(CCN(C)C)C(=S)Nc2cc(Cl)cc(Cl)c2)CC1,4.0,98.0,-9.0,0.0,101.0,104.0,1.0,104.0,102.0,98.0,1.0
CCOc1ccccc1N1C(=O)CC(Sc2ncccc2C(=O)O)C1=O (stereo not given),-6.0,99.0,-1.0,-4.0,100.0,100.0,-2.0,100.0,101.0,100.0,-4.0
Cc1nc(-c2ccccc2)sc1-c1ccnn1C,0.0,94.0,1.0,0.0,100.0,98.0,0.0,97.0,99.0,98.0,1.0
O=C(C1CCCN(Cc2ccccc2C(F)(F)F)C1)N1CCCCC1 (stereo not given),-4.0,98.0,-5.0,-5.0,99.0,96.0,-2.0,97.0,98.0,100.0,-2.0
CCOc1ccc(-c2cc(C(=O)O)c3ccccc3n2)c(OCC)c1,0.0,99.0,-4.0,-4.0,97.0,98.0,1.0,91.0,100.0,100.0,-3.0
Cn1c(NC(=O)c2ccc(S(=O)(=O)N3CCOCC3)cc2)cc(=O)n(C)c1=O,-13.0,104.0,-10.0,-6.0,104.0,103.0,-16.0,103.0,108.0,109.0,-10.0
CC(=O)c1c(C)nc(C)nc1NC(=O)C(C)C,-6.0,102.0,-7.0,0.0,103.0,103.0,-14.0,100.0,109.0,107.0,-3.0
O=C(O)COc1ccccc1/C=N/Nc1ccc(S(=O)(=O)N2CCOCC2)cc1[N+](=O)[O-],-3.0,92.0,1.0,3.0,91.0,90.0,-3.0,96.0,96.0,93.0,2.0
N/C(=N\OC(=O)c1ccccc1Cl)c1cccnc1,-1.0,97.0,1.0,-4.0,99.0,100.0,4.0,103.0,103.0,98.0,0.0
COC(=O)c1c(NC(=O)CN2CCN(C(=O)c3ccco3)CC2)c2cc(C)ccc2n1C,2.0,95.0,-1.0,-2.0,96.0,94.0,1.0,95.0,96.0,98.0,0.0
CC(=O)c1cc2c(cc1NS(=O)(=O)c1ccccc1)OCO2,0.0,100.0,-2.0,-2.0,105.0,106.0,0.0,103.0,102.0,105.0,0.0
CNc1nc(SC)nc2ccccc12,0.0,96.0,4.0,2.0,92.0,94.0,-3.0,92.0,90.0,93.0,3.0
Nc1ccc(C(=O)OCC(=O)NC2CCCc3ccccc32)cc1[N+](=O)[O-] (stereo not given),-6.0,100.0,-4.0,1.0,103.0,101.0,-13.0,103.0,104.0,104.0,-4.0
COc1ccc(S(=O)(=O)NCC(c2cccnc2)N2CCN(c3ccc(F)cc3)CC2)cc1C (stereo not given),-12.0,101.0,-12.0,-6.0,100.0,99.0,-21.0,96.0,105.0,100.0,-7.0
COc1ccc(S(=O)(=O)Nc2cc(C)ccn2)cc1OC,-2.0,100.0,0.0,1.0,100.0,102.0,0.0,103.0,100.0,102.0,-2.0
COCCSc1nnc(NC(=O)Cc2ccccc2OC)s1,-2.0,95.0,-4.0,0.0,96.0,97.0,-2.0,98.0,97.0,96.0,-5.0
CCOC(=O)C1(C)NC(c2ccco2)C2C(=O)N(CC)C(=O)C21 (stereo not given),-2.0,98.0,1.0,3.0,98.0,97.0,-2.0,103.0,99.0,95.0,1.0
CCOc1cccc(C(=O)NC(=S)NCc2cccnc2)c1,-2.0,102.0,-8.0,-4.0,103.0,101.0,-1.0,102.0,105.0,103.0,-8.0
Cn1c(SCc2ccccc2F)nnc1-c1cnccn1,0.0,101.0,0.0,-1.0,103.0,100.0,-2.0,102.0,103.0,102.0,1.0
CC(=O)Nc1cccc(Oc2cc(C#N)c(C#N)cc2N2CCOCC2)c1,-9.0,98.0,-11.0,-4.0,100.0,99.0,-13.0,99.0,100.0,99.0,-13.0
O=C(COC(=O)c1cccc(Oc2ccccc2)c1)NCc1ccco1,-3.0,96.0,-12.0,0.0,102.0,101.0,-13.0,99.0,101.0,101.0,-5.0
O=C(CCC(=O)c1cccs1)NCc1cccnc1,0.0,95.0,-1.0,4.0,96.0,93.0,-4.0,100.0,96.0,93.0,-1.0
Cc1ccc(Nc2nnc(SCC(=O)Nc3ncc(C(F)(F)F)cc3Cl)s2)cc1,-7.0,96.0,-11.0,-7.0,97.0,95.0,-10.0,97.0,100.0,100.0,-9.0
Cc1ccc(NC(=O)CSc2nnc(Cc3ccccc3)o2)cc1,-3.0,91.0,0.0,0.0,102.0,102.0,-3.0,106.0,103.0,98.0,-4.0

# Three of the compounds above, with two lines to a compound.
# Each structure is followed by: Bim-Bcl-2, Rac1 mut GTP, Bim-Bcl-B, Bcl-W Bim block, HRas wt GTP, Rab2 wt GTP, Bfl-1 Bim block, Rab7 wt GTP bind, Rac1 wt GTP bind, Cdc42 wt, Bim-Bcl-XL
> COc1ccc(-c2cc(C(F)(F)F)n3ncc(C(=O)NCC4CCCO4)c3n2)cc1OC (stereo not given)
 : -15.0, 101.0, -10.0, -1.0, 103.0, 102.0, -15.0, 102.0, 110.0, 106.0, -6.0
> CCOC(=O)CSc1ncc(-c2ccccc2)nn1
 : -6.0, 102.0, -8.0, -1.0, 103.0, 104.0, -10.0, 103.0, 103.0, 107.0, -16.0
> CCCNS(=O)(=O)c1ccc(CCC(=O)N2CCN(CC)CC2)cc1
 : -14.0, 98.0, -9.0, -4.0, 100.0, 99.0, -21.0, 101.0, 104.0, 102.0, -10.0
